# CDK5 p35 inh – inhibitors of human CDK5/p35 kinase, primary screen, biochemical, single concentration | Cyclin-dependent kinase 5 (Homo sapiens) + Cyclin-dependent kinase 5 activator 1 (Homo … | Recombinant CDK5/p35, ADP-Glo luminescence, 60 min | inhibition, % at 10 µM | 330,000 tested, 0.01% active | AID 488839, 2010;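 active = highest replicate inhibition of at least 50% and at least 75% of replicates reaching 50%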;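 note: plate controls were DMSO neutral control for no effect and GW8510 at 10 µM for full effect; many of its hits are not listed in these tables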
# PKA-R1A activ – activators of PKA-R1A holoenzyme, primary screen, biochemical, fluorescence polarization, Cy5-IP20, bovine R1A, mouse PKAc; cAMP-dependent protein kinase type I-alpha regulatory subunit (Bos taurus) + …; 340,000 tested, 0.083% active; activation, % at 11.4 µM; PKA-R1A dissociation; scaled: DMSO 0%, 113 µM cGMP 100%;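 active = percent activation above the mean of all tested compounds plus 3 SD, cut at about 19% in these data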;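 note: higher means more PKAc released from R1A so a rise in polarization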
# Pemphigus Ab inh – inhibitors of pemphigus antibody binding to DSG3, primary screen, biochemical, bead-based, flow cytometry, scFv-GFP | Desmoglein-3 (Homo sapiens), P32926 | DSG3-coupled beads, scFv-anti-DSG3-GFP binding; hits give low values | binding (percent of control), % at 10 µM | 310,000 tested, 0.48% active;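 active = binding more than 3 SD below its plate's average and above zero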;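 note: hits lower antibody fragment binding to DSG3; some compounds called inactive have numbers as strong as hits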
# dFosB activator – activators of delta FosB homodimer, primary screen, biochemical, fluorescence polarization, TAMRA-CDK5 oligo, single point | purified delta FosB; percent of positive-control signal above neutral wells | Protein FosB (Mus musculus), P13346 | 340,000 tested, 0.99% active | activation, % at 25 µM;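 active = mean activation above about 17%, with every replicate also reaching it, limit read from the data, passing the limit was not always enough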;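 note: fluorescence polarization rise as delta FosB binds a TAMRA Cdk5 AP-1 oligo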
# NSD2 inh – NSD2 histone methyltransferase inhibitors, primary screen, biochemical, AlphaScreen, single concentration, set 2; Histone-lysine N-methyltransferase NSD2 (Homo sapiens), O96028; NSD2 peptide methylation, 120 min; inhibition, % at 12.5 µM; 310,000 tested, 0.54% active; in the data active = inhibition above about 50%
# SR-BI HDL uptake – inhibitors of SR-BI mediated HDL lipid uptake, primary screen, ldlA[mSR-BI] cells, fluorescence, single point. 320,000 tested, 0.96% active. inhibition, % at 12.5 µM. Scavenger receptor class B member 1 (Mus musculus), Q61009. ldlA[mSR-BI] CHO cells, DiI-HDL uptake fluorescence, 3 h. AID 488896, 2010;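 active = mean replicate inhibition of at least 70% and a set share of replicates each scoring 70 or more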;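 note: 0% = median of neutral control wells and 100% = median of positive control wells; values of inactives mirror those of a sister screen read the other way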
# Target sequence (Q61009 whole entry, looked up): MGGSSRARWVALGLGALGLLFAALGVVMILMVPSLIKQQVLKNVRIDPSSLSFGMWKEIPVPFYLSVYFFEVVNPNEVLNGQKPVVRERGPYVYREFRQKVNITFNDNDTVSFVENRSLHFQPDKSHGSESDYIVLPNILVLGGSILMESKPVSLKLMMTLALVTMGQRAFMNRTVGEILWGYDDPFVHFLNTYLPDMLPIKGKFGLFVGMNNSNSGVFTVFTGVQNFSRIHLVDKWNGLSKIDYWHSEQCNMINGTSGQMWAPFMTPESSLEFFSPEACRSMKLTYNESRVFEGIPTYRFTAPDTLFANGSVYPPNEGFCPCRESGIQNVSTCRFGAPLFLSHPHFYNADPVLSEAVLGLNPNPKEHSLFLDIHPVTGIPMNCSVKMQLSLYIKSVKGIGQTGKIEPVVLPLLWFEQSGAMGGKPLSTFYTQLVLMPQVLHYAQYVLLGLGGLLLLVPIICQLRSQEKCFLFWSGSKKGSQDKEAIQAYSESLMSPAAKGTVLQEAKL
# Arrestin-AP2 inh – inhibitors of beta-arrestin/AP2 binding, primary screen, biochemical, GPCR trafficking, flow cytometry; beta-arrestin 1 C-terminal peptide binding to AP2 beta2-adaptin appendage (human); FITC-arrestin peptide / GST-AP2 beads; AP2 beta2 appendage carries R879A mutation; inhibition, % at 10 µM; 340,000 tested, 0.31% active; AID 504490, 2011;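 active = inhibition above a set limit, near 3 SD of compounds lacking own fluorescence, cut at about 54% in these data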;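 note: plate controls were DMSO wells for no effect and 5 µM unlabelled arrestin peptide for full effect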
#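 System: GST-tagged AP2 beta2-adaptin appendage (R879A) on 4 µm glutathione beads / Reagent: FITC-arrestin peptide, 50 nM / Detection: HyperCyt-sampled flow cytometry, FL1 channel, ex 488/em 535 nm / Timing: 12 min plus 1 h, RT / Buffer or medium: PBS plus Tween 20 (0.05%) and BSA (0.1%)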
# PKA-R2B act – activators of PKA-R2B holoenzyme, primary screen, biochemical, fluorescence polarization, Cy5-IP20, human; PKA-R2B holoenzyme dissociation; R2B truncated from residue 108, S112A mutant; 0% DMSO only, 100% 113 µM cGMP; activation, % at 11.4 µM; 340,000 tested, 0.079% active;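 active = activation above a cutoff set at the mean over all compounds plus 3 SD, cut at about 18% in these data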;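 note: higher means more holoenzyme dissociation and a rise in polarization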
# Target sequence (P31323 whole entry, looked up, other chains not shown, the tested form may be a part): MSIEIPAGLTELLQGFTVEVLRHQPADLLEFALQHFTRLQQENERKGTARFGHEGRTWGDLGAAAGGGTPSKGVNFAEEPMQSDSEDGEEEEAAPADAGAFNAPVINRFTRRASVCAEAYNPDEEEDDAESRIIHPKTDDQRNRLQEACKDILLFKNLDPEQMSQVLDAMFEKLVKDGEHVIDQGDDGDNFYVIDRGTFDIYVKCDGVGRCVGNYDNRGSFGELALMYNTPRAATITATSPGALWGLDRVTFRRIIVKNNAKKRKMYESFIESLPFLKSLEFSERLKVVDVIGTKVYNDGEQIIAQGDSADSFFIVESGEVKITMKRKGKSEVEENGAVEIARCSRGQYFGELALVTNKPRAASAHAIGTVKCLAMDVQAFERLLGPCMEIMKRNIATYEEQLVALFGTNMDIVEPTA
# Mot1-301 SUMO – yeast Mot1-301 growth rescue at high temperature, primary screen, SUMOylation pathway inhibitor project, S. cerevisiae, ATP luminescence, 38.5C; S. cerevisiae Mot1-301 growth rescue; percent above DMSO median, 100 means doubled; growth rescue, % at 18.8 µM; AID 2716, 2010; 320,000 tested, 1% active;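 active = every valid replicate shows activation above 250% relative to neutral control wells; inactive = the rest, any valid replicate at or below 250%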;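 note: OY570 slx delta 5 strain wells were the positive control but not used for scaling; some compounds called inactive have numbers as strong as hits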
# SR-BI DiI-HDL act – activators of SR-BI mediated DiI-HDL uptake, primary screen, ldlA[mSR-BI] CHO cells, DiI fluorescence; 3 h; 100 = double the neutral-control signal; activation, % at 12.5 µM; 320,000 tested, 0.096% active; AID 504775, 2011;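 active = mean replicate activation of at least 60% and every replicate at or above 60%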;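 note: 0% = median plate neutral-control signal and 100% = twice that signal; values of inactives mirror those of a sister screen read the other way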
#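 Material: SR-BI-overexpressing, LDLR-lacking CHO cells; schedule: compound exposure 3 h, 37 °C; reagent: DiI-labelled HDL at 10 µg/mL final; technique: bottom-read fluorescence, 550/595 nm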
# MITF TRPM1 HTS – activators of MITF-driven TRPM1 promoter reporter, primary screen, cell-based, SK-MEL-5, luciferase, single point; SK-MEL-5 TRPM1-promoter luciferase, 24 h; % of positive control, neutral wells = 0; activation, % at 12.5 µM; 300,000 tested, 0.75% active;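 active = mean activation of at least 80% with every replicate also reaching 80%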;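 note: 0% = neutral control wells and 100% = parthenolide positive control wells; values of inactives mirror those of a sister screen read the other way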
# Active calls of the source: *; . = not tested or not shown.
SMILES,CDK5 p35 inh,PKA-R1A activ,Pemphigus Ab inh,dFosB activator,NSD2 inh,SR-BI HDL uptake,Arrestin-AP2 inh,PKA-R2B act,Mot1-301 SUMO,SR-BI DiI-HDL act,MITF TRPM1 HTS
O=C(Cc1ccccc1)NN1C(=O)C2C(C1=O)C1C=CC2C12CC2 (stereo not drawn),1.5,6.5,97.9,-1.7,-3.3,-4.7,39.7,0.5,-5.9,4.7,-11.0
COc1cc(C2C(C(=O)c3ccco3)=C(O)C(=O)N2CCc2ccccc2)ccc1O (stereo not drawn),-0.9,-12.0,100.0,-5.3,1.4,-23.7,-1.8,-0.8,-19.2,23.7,-5.3
O=C(/C=C/c1ccccc1)NCC(=O)N/N=C/c1cccs1,-1.7,10.2,101.5,-4.9,-1.9,1.5,4.7,6.9,-9.1,-1.5,-30.0
CS(=O)(=O)c1cnc(-c2ccccc2)nc1Oc1ccc(F)cc1,3.5,1.7,97.1,-7.0,0.9,17.7,-0.7,3.5,4.6,-17.7,-11.8
COc1cccc(/C=N/NC(=O)c2ccccc2N(Cc2ccccc2)S(=O)(=O)c2ccccc2)c1OC,0.0,-1.1,104.3,-9.2,-0.4,-4.6,-3.2,4.0,60.3,4.6,-2.4
COc1ccc(/C=C/C(=O)OCC(=O)NCc2ccccc2Cl)cc1OC,-0.7,-4.8,.,-1.1,.,5.7,12.1,0.7,0.4,-5.7,-9.0
CC(C)(C)NC(=O)CN1CCC(O)(c2ccc3c(c2)OCO3)CC1,0.8,-5.1,101.7,-7.0,-3.2,-9.6,-5.6,-3.4,-0.6,9.6,-3.7
CCCCC(=O)NC1(C(F)(F)F)NC(=O)N(Cc2ccccc2)C1=O (stereo not drawn),0.5,2.3,107.6,-6.0,-0.4,4.6,3.8,-3.2,118.5,-4.6,-8.8
COC(=O)CC1C(=O)NCCN1C(=O)CSc1nnnn1-c1ccc(Cl)cc1 (stereo not drawn),0.5,-18.6,97.8,-10.6,-3.9,-11.3,20.8,-4.4,-16.8,11.3,-8.4
O=C(CNC(=O)c1ccccc1)N/N=C/C=C/c1ccccc1,1.7,-1.6,102.6,1.4,1.2,-8.5,-5.0,5.8,-4.0,8.5,-6.6
CCC(C)CCN1C(N(C)C)=NC[C@@H]1CC(C)C (stereo partly drawn),0.7,-13.5,102.9,5.4,.,-31.3,5.9,-5.8,-14.8,31.3,-6.4
Cc1ccc(S(=O)(=O)N2CCC(C(=O)OCC(=O)NC3(C#N)CCCCC3)CC2)cc1C,-0.8,-4.6,97.3,-10.7,-1.4,-10.0,-6.4,-1.6,1.8,10.0,-1.5
CCn1c(C)nc2cc(C(=O)NNS(=O)(=O)c3c(F)cc(F)c(Cl)c3F)ccc21,-0.5,3.1,79.1,-7.5,-4.5,-14.3,11.8,-0.1,2.8,14.3,-1.7
O=C(CCc1ccccc1Cl)Nc1cccc(S(=O)(=O)N2CCCC2)c1,0.6,-1.7,101.1,-4.5,.,40.6,-16.0,0.8,15.2,-40.6,12.0
COc1ccc(N(CC(=O)NCCSC2CCCCC2)S(=O)(=O)c2ccccc2)cc1OC,-2.7,0.9,101.1,-14.5,-3.0,-6.4,21.0,-5.5,-15.3,6.4,10.2
O=C(OCC(=O)N1CCCCC1)c1cc(=O)[nH]c2ccccc12,1.7,-5.7,105.9,-14.7,0.8,-13.1,32.9,-0.6,-2.3,13.1,39.6
CCC(N1CCOC1=O)S(=O)(=O)c1ccc(C)cc1 (stereo not drawn),0.5,-5.8,102.0,-6.0,-2.0,5.2,10.6,6.9,-3.3,-5.2,5.3
COc1ccc(Oc2ncc(CN3CCN(c4ccccc4)CC3)s2)cc1,0.7,3.1,.,-9.3,2.3,-10.3,6.8,-6.5,685.5,10.3,-8.3
CC(=O)c1ccc(OCC(=O)Nc2cccc(C(=O)Nc3c(C)n(C)n(-c4ccccc4)c3=O)c2)cc1,0.1,-0.1,100.3,-7.9,-0.9,56.4,27.2,-3.7,.,-56.4,1.9
O=C(Nc1nc2c(c(=O)[nH]1)CCCC2)C1CC1,1.6,-7.0,102.9,0.8,-3.3,-36.2,-2.2,4.8,-1.3,36.2,8.7
COCCCNC(=O)CC1C[C@H](C(=O)N2CCCCC2)[C@@]2(CCc3ccccc3)c3[nH]c4ccc(OC)cc4c3CCN2C1=O (stereo partly drawn),1.3,-8.8,91.7,-3.4,.,-37.1,-4.1,-3.0,.,37.1,-6.3
CC(Sc1nc2ccccc2c(=O)n1CC1CCCO1)C(=O)NC(C)c1ccccc1 (stereo not drawn),1.1,5.5,99.9,-5.1,-3.4,-7.1,24.9,0.0,2.8,7.1,3.4
COc1ccccc1OCC(=O)OCC(=O)Nc1ncc(Cl)cc1Cl,-1.1,-0.3,107.0,2.4,1.5,-16.0,5.9,1.3,-5.8,16.0,-5.9
Cc1[nH]nc2c1C1(CCC3(CC1)OCCO3)C(C#N)=C(N)O2,-9.5,3.1,104.6,-0.6,.,-9.0,-3.9,5.7,5.5,9.0,9.1
Cc1ccc(/C=N/NC(=O)c2cc(-c3ccc(C)o3)[nH]n2)cc1,-0.2,-2.0,.,2.0,-4.6,.,7.9,-2.0,7.7,.,-15.3
c1coc(CSc2ncnc3c2oc2ccccc23)c1,-3.4,-1.1,110.2,-7.6,-1.0,-21.3,7.7,2.6,15.3,21.3,.
CCn1c(CN2CCCCCC2=O)nnc1SCc1cnc(-c2ccccc2)s1,1.1,-1.9,.,-19.8,.,-1.2,3.1,-6.5,-1.5,1.2,.
COc1ccc(OCC(=O)N/N=C/c2ccc(OC)c(OC)c2C(=O)O)cc1,.,-1.0,97.3,6.0,0.7,-37.3,-7.5,0.3,-21.9,37.3,-7.3
CCN1CCN(S(=O)(=O)c2ccc(Cl)c(C(=O)NCc3nc4ccccc4[nH]3)c2)CC1,-0.2,-6.0,122.1,4.1,1.1,-5.3,-12.0,-0.9,.,5.3,-12.5
O=C(NS(=O)(=O)Nc1ccc(Cl)cc1)c1c[nH]c2ccccc12,-0.7,3.5,95.0,-1.9,.,-1.3,21.2,-0.8,13.5,1.3,1.3
CCCCOC(=O)CNc1nnc(SCC(=O)OCC)[nH]c1=O,1.3,7.9,107.0,-2.7,-1.0,-29.3,18.8,-4.3,-0.4,29.3,-22.0
Cc1ccccc1N=C1NN=C(c2ccccc2F)CS1,-1.0,-7.2,94.1,-4.4,6.5,-2.5,10.4,-2.8,10.6,2.5,44.9
C1CCN(c2c3c(nc4nnnn24)CCCC3)CC1,-0.2,0.3,112.7,2.2,1.4,-0.8,-39.1,-8.4,-15.0,0.8,3.5
O=C(c1cc2c(ccc3ccccc32)oc1=O)N1CCN(CCO)CC1,0.7,-7.0,108.0,1.2,.,-35.4,-3.2,2.4,-10.6,35.4,-9.1
CC(C)NC1(C(N)=O)CCNCC1,-0.3,-1.7,91.8,3.0,0.8,-22.4,-4.7,0.2,.,22.4,11.7
O=C(Cc1ccc(F)cc1)Nc1nccs1,3.0,-6.0,106.4,2.8,3.1,1.3,5.4,-16.6,13.1,-1.3,-2.9
Cc1cc(=O)oc2c(CN3CCCC3)c(O)c(Cl)cc12,-0.1,4.3,94.4,-6.0,2.9,-1.7,-18.4,8.0,2.5,1.7,1.1
CCCCNC(=O)c1ccc(CNS(=O)(=O)c2ccc(Br)cc2)cc1,-0.4,-0.3,99.7,-10.0,0.0,32.0,-16.7,-10.0,9.6,-32.0,-1.4
Nc1cc(N)nc(SCC(=O)NC2CCCCCCC2)n1,0.0,1.9,101.9,0.5,-1.6,-6.5,6.7,17.6,.,6.5,12.1
CCN(CC)S(=O)(=O)c1ccc(N=NC2=C(O)CC(C)(C)CC2=O)cc1,-5.4,-9.2,109.1,-1.6,0.6,-12.5,-2.8,-6.6,5.3,12.5,-4.0
Cc1cccc(NC(=O)c2c([N+](=O)[O-])cnn2C)c1,-3.7,-3.7,111.5,0.3,3.6,-6.3,5.5,9.2,-23.0,6.3,.
CCN1c2ccccc2-c2nc3ccccc3n2C1c1ccccn1 (stereo not drawn),2.9,-17.5,98.8,2.7,-52.5,25.9,11.4,1.4,12.3,-25.9,-18.7
COc1ccc(C(=O)NNC(=O)C(=O)Nc2cccc3ccccc23)cc1,0.4,3.9,.,9.7,-1.6,.,16.3,-1.2,143.8,.,.
CC(CNS(=O)(=O)c1ccc2c(c1)NC(=O)CCS2)c1ccccc1 (stereo not drawn),0.1,-7.5,105.2,-8.2,0.9,-4.0,-11.9,-3.6,105.5,4.0,6.5
Fc1ccc(-[n+]2nc(Nc3ccccc3)sc2-c2cccc(Cl)c2Cl)cc1,0.1,-11.5,104.6,13.9,.,-20.3,1.9,-1.2,4.2,20.3,-3.8
CCOC(=O)c1sc(=NC(=O)c2cccc(C)c2)n(C)c1C,-4.0,8.0,103.4,-6.0,-4.3,11.5,-30.1,2.5,.,-11.5,48.7
Cc1ccccc1C(=O)NC1CCN(C(=O)N(c2ccccc2)c2ccccc2)CC1,0.4,4.3,.,2.3,-0.9,37.4,-0.7,-12.7,-1.3,-37.4,6.3
